HTRA1 inhibitor = HTRA1 (human) protease inhibition. 0.5% of 340,000 active. recombinant HTRA1, FP-rhodamine activity-based probe, fluorescence polarization. AID 504803. inhibition, % at 5.96 µM. Q92743; in the data active means inhibition above about 36%;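 further: 0% = enzyme with DMSO and 100% = wells lacking enzyme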
Target sequence (Q92743 whole entry, looked up): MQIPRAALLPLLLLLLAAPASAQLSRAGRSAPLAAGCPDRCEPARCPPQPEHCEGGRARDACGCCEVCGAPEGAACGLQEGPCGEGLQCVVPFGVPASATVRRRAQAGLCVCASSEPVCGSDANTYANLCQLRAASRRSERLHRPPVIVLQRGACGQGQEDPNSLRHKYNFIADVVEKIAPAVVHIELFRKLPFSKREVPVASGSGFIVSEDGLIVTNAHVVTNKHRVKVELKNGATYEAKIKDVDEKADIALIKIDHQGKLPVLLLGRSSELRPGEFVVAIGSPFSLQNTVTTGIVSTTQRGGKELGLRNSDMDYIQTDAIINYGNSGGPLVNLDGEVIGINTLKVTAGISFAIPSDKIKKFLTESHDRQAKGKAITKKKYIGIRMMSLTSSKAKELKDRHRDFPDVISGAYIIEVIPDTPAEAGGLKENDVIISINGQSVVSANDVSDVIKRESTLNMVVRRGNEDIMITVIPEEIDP
* hit, by the source's call. The list is partial; the hit share may differ from the screen's.

SMILES | HTRA1 inhibitor
Cc1nn(-c2ccccc2)c2c1c(C)c(CCC(=O)N1CCOCC1)c(=O)n2C | 0
O=C(CS(=O)(=O)c1ccccc1)c1cc2ccccc2oc1=O | 7
CCCCCCCCCCC[N+](C)(C)CC/C=C1/c2ccccc2Sc2ccc(Cl)cc21 | 16
CCc1ccc2[nH]c(=O)c(CN(Cc3ccc(F)cc3)C(c3nnnn3CCN3CCOCC3)C(C)C)cc2c1 (stereo unspecified) | -11
CCCN1C(C)C(C(=O)OCC)=CN(Cc2cccc(I)c2)S1(=O)=O (stereo unspecified) | -20
C#CCOCCOCCOCCNc1nc(N2CCN(C(=O)[C@H](CCCCN)n3cc([C@@H](N)C(C)CC)nn3)CC2)nc(N2CCN(C(=O)[C@H](Cc3cc4ccccc4[nH]3)n3cc([C@@H](N)C(C)CC)nn3)CC2)n1 (stereo partly specified) | -3
COc1ccc(Cl)cc1C(=O)NNC(=S)NC(=O)c1ccc(F)c(F)c1 | 11
Cc1ccccc1N(C)S(=O)(=O)c1ccc2[nH]cc(C(=O)NCC3CCCO3)c(=O)c2c1 (stereo unspecified) | -15
CCOC(=O)[C@@H]1[C@H]2COc3ccccc3[C@@H]2N2C(=O)N(c3ccccc3)C(=O)[C@@]12C | -3
CCOC(=O)C1CCN(Cc2cc(Cl)c3ccccc3c2O)CC1 | -36
O=C1NC2(C=Cc3c(ccc4ccccc34)O2)Oc2ccccc21 (stereo unspecified) | -6
c1ccc(CN2CCN(c3nc(-c4ccccc4)nc(-n4ccnc4)n3)CC2)cc1 | -66
CC1=C(C)/C(=N\OS(=O)(=O)c2ccccc2)C=CC1=O | 4
CN1CCN(c2cc(N3CCN(C(=O)c4ccco4)CC3)c3c4c(onc24)-c2ccccc2C3=O)CC1 | 63*
N#Cc1ccc(Nc2nc(-c3ccc(O)cc3O)cs2)cc1C(F)(F)F | 27
COn1c(-c2ccccc2)nc2c1CCc1nonc1-2 | 1
COc1ccc(N2CCN(C(=O)c3ccc(NC(=O)C4=CSCCO4)cc3)CC2)cc1 | -2
Cc1ccc(C(=O)C(c2ccccc2)N2Cc3ccccc3C2=N)cc1 (stereo unspecified) | -36
O=C(OCn1nnc2ccccc2c1=O)c1ccc(S(=O)(=O)N2CCOCC2)cc1 | -3
CC(C)(C)OC(=O)N[C@@H](CCCCNC(=O)OCc1ccccc1)c1nnc([C@H](CCCCNC(=O)OCc2ccccc2)NC(=O)OC(C)(C)C)o1 | -3
CCOC(=O)N1CCN(C(=O)CCN2C(=O)/C(=C\c3ccccc3OC)SC2=S)CC1 | 0
Cc1ccc(-c2csc(NC(=O)c3cccc(N4C(=O)CCC4=O)c3)n2)o1 | -8
CC(=NNC(=S)N1CCN(c2ccccn2)CC1)c1nccs1 | 4
C#CCOCCOCCOCCNc1nc(N2CCN(C(=O)CCCCCCCCCCNC(=O)[C@@H](CCC(=O)O)n3cc(CCCCCN)nn3)CC2)nc(N2CCN(C(=O)CCCCCCCCCCNC(=O)[C@H](CO)n3cc(CCCCCN)nn3)CC2)n1 | -18
C#CCOCCOCCOCCNc1nc(N2CCN(C(=O)CCCCCCCCCCNC(=O)[C@H]([C@@H](C)CC)n3cc(CCCCCN)nn3)CC2)nc(N2CCN(C(=O)CCCCCCCCCCNC(=O)[C@H](CCCCN)n3cc(CCCC(=O)O)nn3)CC2)n1 | -51

Carrying on.
SMILES | HTRA1 inhibitor
Nc1nc2nc[nH]c2c(=O)[nH]1 | 9
CC(C)CCCCCCCCCCCCC(=O)NCC(=O)NC1C(O)C(O)C(Nc2ncnc3nc[nH]c23)OC1C(O)CO (stereo unspecified) | 1
COc1ccc(NC(=O)N(C)C[C@@H]2OCc3cn(nn3)CCCC(=O)N([C@@H](C)CO)C[C@H]2C)cc1 | 1
COC(=O)CCC(=O)OC1(C)C(=O)C=C2C=C(c3ccsc3)OC=C2C1=O (stereo unspecified) | 30
Nc1c(N(CCC2=CCCCC2)C(=O)COc2ccc(F)cc2)c(=O)[nH]c(=O)n1Cc1ccccc1 | -6
Cn1ncc(Br)c1NC(=O)c1cc(Cl)cc(Cl)c1 | -11
CC(O)c1cc2c(s1)c1cnn(Cc3ccccc3F)c(=O)c1n2C (stereo unspecified) | 1
C=C1c2cccc(OC)c2O[C@H](C(=O)OCC)[C@@H]1CCCCCC | -11
CCN(CC)S(=O)(=O)N1CCC(C(=O)NCC2COc3ccccc3O2)CC1 (stereo unspecified) | 0
Cc1sc2nc(CC(N)=O)[nH]c(=O)c2c1-c1ccccc1 | -1
O=c1cc(-c2ccccc2Cl)oc2c(NS(=O)(=O)c3cc(Cl)cc(Cl)c3O)ccc(O)c12 | -34
COc1ccc(C2=CC3=C(Br)C(=O)C(C)(O)C(=O)C3=CO2)cc1 (stereo unspecified) | 28
O=C(NCc1cccc(F)c1)c1cccc2c1C(=O)c1ccc(N3CCCC3)cc1S2(=O)=O | -36
Cc1cccc(-c2nc3c(c(SCC(=O)N4CCOCC4)n2)Cc2c(CO)cnc(C)c2O3)c1 | -35
COc1cccc(NC(=O)CCNC(=O)c2ccccc2Cl)c1 | 7
O=C(Oc1oc(-c2ccco2)nc1C=Nc1ccccc1)c1ccco1 | 2
CC(C)(C)NC(=O)CSc1nnc(-c2ccccc2)c(-c2ccccc2)n1 | -5
CCCN(CCC)c1ccc(/C=N/NC(=O)CN2CCOCC2)cc1 | 0
COc1cc(OC)c(C(=O)NCC(c2cccs2)N(C)C)cc1OC (stereo unspecified) | 2
COc1cc(C(=O)NCCc2ccc(F)cc2)ccc1OCC(=O)N1CCOCC1 | 0
Cn1c(=O)c2c(SCC(=O)c3ccccc3)nc(C3CC3)nc2n(C)c1=O | -5
CN1CCN(CC(=O)N2CCn3c4c(c5cc(C6CCCCC6)ccc53)CCCC42)CC1 (stereo unspecified) | 41*
COC(=O)C(NC(=O)c1ccc(OC)cc1)(Nc1ncc(S(=O)(=O)c2ccc([N+](=O)[O-])cc2)s1)C(F)(F)F (stereo unspecified) | -16
Oc1[nH]c2ccccc2c1N=NC(=S)N1CCOCC1 | 10
Cc1cccc(COCC(Cc2ccccc2)N2CCN(C(=O)c3ccc(C(F)(F)F)cc3)CCC2=O)c1 (stereo unspecified) | -47

Next part.
SMILES | HTRA1 inhibitor
COc1ccc(-n2cnc3cc(NS(=O)(=O)c4ccc(C)cc4)ccc32)cc1 | -41
O=C(Cc1ccc(Cl)cc1)NCc1nc(-c2ccccc2)no1 | -4
O=C(O)C1Nc2c(Cl)cc(Cl)cc2C2C=CCC12 (stereo unspecified) | 55*
Cc1cccc(C(=O)O/N=C(\N)Cc2cccc3ccccc23)c1 | 29
Oc1cccc(Nc2nc(NCC3CCCO3)c3ccccc3n2)c1 (stereo unspecified) | -3
O=C(CC(=O)c1ccccc1O)c1cccc(F)c1 | -1
CC(C)Cn1[nH]c2c3c(ccc2c1=O)C(=O)c1ccccc1C3=O | 8
Nc1nc2c(s1)CCc1c-2cnn1-c1ccccc1 | 5
Cc1cc(C(=O)NCc2cccc(Cl)c2)c2ccccc2n1 | -5
Cc1onc(C(=O)Nc2ccc3c(c2)OCO3)c1[N+](=O)[O-] | -3
CCN(CC)S(=O)(=O)c1cccc(NC(=O)CNc2cccc(S(=O)(=O)N3CCOCC3)c2)c1 | -3
COc1ccccc1N1CCN(CC(=O)c2ccc3ccn(C(C)=O)c3c2)CC1 | 9
CC(C)C(NS(=O)(=O)c1cccc2nsnc12)C(=O)NC1CCCCC1C (stereo unspecified) | -3
Cc1ccc2nc(SCCCCOc3ccccc3)[nH]c2c1 | -47
O=C(N[C@H]1C/C=C\C[C@H](CC(=O)N(CCO)Cc2ccccc2)C(=O)N[C@@H](c2ccccc2)COC1=O)OCC1c2ccccc2-c2ccccc21 | -4
CC(=O)c1ccc(N2CCN(C(=O)Nc3ccc(F)cc3)CC2)cc1 | 0
CS(=O)c1ccccc1COC(=O)Nc1ccccc1 (stereo unspecified) | 1
S=C(Nc1ccc(Cl)cc1Cl)Nc1ccccc1Oc1ccccc1 | -12
COc1ccc(-c2ccc3c(c2)S(=O)(=O)c2cccc(C(=O)NCc4cccc(OC(F)(F)F)c4)c2C3=O)cc1OC | -7
CCOC(=O)c1ccc2c(c1)N(C)C(=O)c1ccccc1S2 | -7
CCN1CCN(Cc2ccc(NC(=O)c3ccc(C)c(NC(=O)c4cncc(-c5cccs5)c4)c3)cc2C(F)(F)F)CC1 | -65
CCOc1ccc2c(c1)C(C)=CC(C)(C)N2C(=O)Nc1ccccc1 | 20
COc1ccc(C2=NO[C@H]3C[C@](C(=O)NC(C)C)(S(=O)(=O)c4ccccc4)C[C@@H]23)cc1 | -1
Cc1ccc(CN2CCSc3ccc(C(=O)NCC4CCCO4)cc32)cc1 (stereo unspecified) | 2
COc1ccc(N=C2S/C(=C\c3ccc(N4CCOCC4)o3)C(=O)N2CCc2c[nH]c3ccccc23)cc1 | 7

(further entries)
SMILES | HTRA1 inhibitor
CCCn1c2ccccc2c2cnn(CC(=O)N3CCN(C4CCCCC4)CC3)c(=O)c21 | -9
COC(=O)c1ccc(C)c(NS(=O)(=O)c2ccc3c(c2)OCCO3)c1 | -2
c1ccc2c(-c3nc(C4CCCCC4)no3)cc(-c3ccncc3)nc2c1 | -2
Cc1ccc(-n2c(Cl)c(Cl)nc(Cl)c2=O)cc1 | -21
Cc1cc(N2CCN(C)CC2)ccc1NC(=O)c1c2c(nc3ccccc13)CCN(Cc1ccccc1)C2 | -9
C#CCOCCOCCOCCNc1nc(N2CCN(C(=O)C(Cc3cc4ccccc4[nH]3)n3cc(C(N)C(C)CC)nn3)CC2)nc(N2CCN(C(=O)C(Cc3cc4ccccc4[nH]3)n3cc(C(N)C(C)CC)nn3)CC2)n1 (stereo unspecified) | 5
Cc1ccc(CN2C(=O)CSc3ccc(C(=O)NCCN4CCOCC4)cc32)cc1 | 3
COC(=O)C(Cc1ccc(OC(=O)c2ccc(C(F)(F)F)cc2)cc1)N1Cc2ccccc2C1=O (stereo unspecified) | -27
COc1ccc(NC(=O)/C(Cl)=C(/Cl)S(=O)Cc2ccc(C)cc2)cn1 (stereo unspecified) | -15
Cc1ccc(NC(=O)C(c2ccccc2)N(C)C)cc1Cl (stereo unspecified) | -5
CCc1nn(C(C)C(=O)NC(C)CCc2ccco2)c(=O)c2cc3occc3n12 (stereo unspecified) | -10
CCOC(=O)[C@@H]1[C@H]2COc3ccccc3[C@H]2N2C(=O)N(c3ccc(Cl)cc3)C(=O)[C@@]12C | -19
CN1CCN(C2CCCCC2NS(=O)(=O)c2ccc(Cl)cc2)CC1 (stereo unspecified) | -1
O=c1cc(-c2ccc(O)c(O)c2)oc2cc(O[C@@H]3O[C@H](CO)[C@@H](O)[C@H](O)[C@H]3O)cc(O)c12 | 60*
Oc1cccc(CN2CCCCC2)c1 | 1
Cc1ccc(NC(=O)c2nc[nH]c2C(=O)NCCCNC(=O)c2[nH]cnc2C(=O)Nc2ccc(C)cc2)cc1 | 2
Cc1ccc(-c2nn(CCC(N)=O)c(=O)c3ccccc23)cc1 | 0
CCOC(=O)c1c(C)[nH]c(C2=NNC(=NC3CC3)SC2)c1C | 4
C#CCOCCOCCOCCNc1nc(N2CCN(C(=O)CCCCCCCCCCNC(=O)Cn3cc(C[C@@H](C)O)nn3)CC2)nc(N2CCN(C(=O)CCCCCCCCCCNC(=O)[C@H](CCCN=C(N)N)n3cc(C[C@@H](C)CC)nn3)CC2)n1 | -103
Clc1ccc(-c2nc3ncccn3c2Cl)cc1 | 0
CCOc1cccc2sc(N(CCN(C)C)C(=O)/C=C/c3cccs3)nc12 | -5
N#CC1=C(N)C2=CCCC[C@H]2[C@H](c2ccc(Br)cc2)C1(C#N)C#N | -5
COc1ccc(/C=C2\SC(=S)N(CCC(=O)Nc3ccc(C(=O)O)cc3)C2=O)cc1OC | -1
CC(C)(C)OC(=O)NCCC(=O)Oc1ccc2ccc(=O)oc2c1 | 9
CCC(=O)N1CCc2cc(S(=O)(=O)N3CCN(c4cc(C)ccc4C)CC3)ccc21 | 6

Further entries follow.
SMILES | HTRA1 inhibitor
COC(=O)c1ccc(/C=C2\CCn3c2nc2cc(C(=O)O)ccc2c3=O)cc1 | 5
CC(C)NC(=O)c1[nH]nc2c1CCc1ccccc1-2 | 3
CC[C@]12c3[nH]c4cc(-c5ccco5)ccc4c3CCN1C(=O)[C@@H](CC(=O)NC/C=C(\C)CCC=C(C)C)C[C@@H]2C(=O)N1CCN(C(=O)c2ccco2)CC1 | -23
Cc1nn(-c2ccccc2)c2c1C(c1ccc(Br)s1)C(C#N)=C(N)O2 (stereo unspecified) | -1
CCN1C(=NCCc2cccs2)N[C@@H](c2cccs2)C(C(=O)OC)=C1C | -1
CCSc1nsc(NC(=O)Nc2ccc(F)cc2F)n1 | -14
CC1(C(=O)NCC2CC2)C=CC2(CCCCC2)N1C(=O)c1ccccc1 (stereo unspecified) | 1
COc1ccc(N2CCN(c3ccc(NC(=O)c4ccc5c(c4)OCO5)cc3C#N)CC2)cc1 | 1
COc1cccc(CN(C)C(=O)c2cc(-c3ccc(F)cc3)nc3ccccc23)c1 | -44

An excerpt from above in order of length of the SMILES, rising:
SMILES | HTRA1 inhibitor
Clc1ccc(-c2nc3ncccn3c2Cl)cc1 | 0
CCSc1nsc(NC(=O)Nc2ccc(F)cc2F)n1 | -14
CC(C)NC(=O)c1[nH]nc2c1CCc1ccccc1-2 | 3
CC(C)(C)OC(=O)NCCC(=O)Oc1ccc2ccc(=O)oc2c1 | 9
CCOc1cccc2sc(N(CCN(C)C)C(=O)/C=C/c3cccs3)nc12 | -5
Cc1nn(-c2ccccc2)c2c1C(c1ccc(Br)s1)C(C#N)=C(N)O2 (stereo unspecified) | -1
CCN1C(=NCCc2cccs2)N[C@@H](c2cccs2)C(C(=O)OC)=C1C | -1
COC(=O)c1ccc(/C=C2\CCn3c2nc2cc(C(=O)O)ccc2c3=O)cc1 | 5
N#CC1=C(N)C2=CCCC[C@H]2[C@H](c2ccc(Br)cc2)C1(C#N)C#N | -5
CCC(=O)N1CCc2cc(S(=O)(=O)N3CCN(c4cc(C)ccc4C)CC3)ccc21 | 6
COc1ccc(N2CCN(c3ccc(NC(=O)c4ccc5c(c4)OCO5)cc3C#N)CC2)cc1 | 1
CC[C@]12c3[nH]c4cc(-c5ccco5)ccc4c3CCN1C(=O)[C@@H](CC(=O)NC/C=C(\C)CCC=C(C)C)C[C@@H]2C(=O)N1CCN(C(=O)c2ccco2)CC1 | -23
C#CCOCCOCCOCCNc1nc(N2CCN(C(=O)CCCCCCCCCCNC(=O)Cn3cc(C[C@@H](C)O)nn3)CC2)nc(N2CCN(C(=O)CCCCCCCCCCNC(=O)[C@H](CCCN=C(N)N)n3cc(C[C@@H](C)CC)nn3)CC2)n1 | -103
